Polio RdRp inh: poliovirus RdRp elongation inhibitors, primary screen, biochemical, fluorescence polarization, total intensity; AID 588519, 2011; % elongation, % (compound at 16.7 µg/mL); poliovirus polymerase elongation; hits give low values; 150,000 compounds, 0.66% hits; in the data active = % elongation below about 90%; also: some results filed as inactive read as strong as hits
Target sequence (P03300 1749-2209 limits assumed): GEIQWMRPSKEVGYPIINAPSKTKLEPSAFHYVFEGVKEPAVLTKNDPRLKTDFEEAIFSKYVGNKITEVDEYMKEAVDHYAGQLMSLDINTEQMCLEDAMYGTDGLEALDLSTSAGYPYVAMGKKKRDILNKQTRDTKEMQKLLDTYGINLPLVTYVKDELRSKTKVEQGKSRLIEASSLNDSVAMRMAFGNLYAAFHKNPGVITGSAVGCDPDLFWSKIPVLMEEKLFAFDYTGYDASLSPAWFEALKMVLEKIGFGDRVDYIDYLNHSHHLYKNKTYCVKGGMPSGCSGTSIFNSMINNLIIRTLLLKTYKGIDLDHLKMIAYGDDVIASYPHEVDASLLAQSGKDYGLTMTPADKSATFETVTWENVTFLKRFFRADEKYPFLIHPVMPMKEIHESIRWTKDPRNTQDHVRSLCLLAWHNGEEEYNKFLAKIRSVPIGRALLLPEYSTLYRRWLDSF
Polio RdRp inh FP z-score: second read-out of Polio RdRp inh, no call of its own (marks repeat the call); z-score; measured here: FP z-score; hits read low
* = called active by the depositor. The list is partial. The share of hits here may be higher or lower than overall.

SMILES	Polio RdRp inh	Polio RdRp inh FP z-score
Cc1c(C)c(C)c(S(=O)(=O)N2CC(C)CC(C)C2)c(C)c1C (centres undefined)	107	0.6
Cc1c(Cl)cnc(NC(=O)COC(=O)C2CC2)c1Cl	109	0.6
N#Cc1cc(C#N)c(SCC(=O)N2CCNC2=O)nc1N	114	0.9
CC(=O)N(C(C)=O)S(=O)(=O)c1ccc(N=NN(C)C)cc1	102	-0.1
Cc1ccc(-c2nc(C(=O)Nc3ccccn3)c3n2CCCCC3)cc1	106	2.2
O=C(O)c1cc2ccccc2[nH]1	100	0.1
Cc1ccc(N2C(=O)C(CC(=O)Nc3ccccc3)N(Cc3ccc4c(c3)OCO4)C2=O)cc1 (centres undefined)	103	0.6
NC1CCN(C(=O)C2CC2)CC1	101	-0.1
COC(CNC(=O)C1CCN(Cc2nc(-c3ccc(Cl)cc3)oc2C)CC1)OC	105	1.2
Cc1cc(C)nc(S/C=C/C(=O)c2ccc(Cl)cc2)n1	108	0.7
CCOC(=O)c1ccc(NC2SC(=O)N(Cc3cccc(C(=O)O)c3)C2=O)cc1 (centres undefined)	99	-1.7
N#CC(C#N)C(CC(=O)c1ccccc1)c1ccc2c(c1)OCO2 (centres undefined)	101	0
c1coc(-c2nnc3n2CCCCC3)c1	101	-0.4
COc1ccc(NC(=O)COc2ccc(/C=N/n3c(C)nnc3C)cc2OC)cc1	107	0.4
CN(C)C(CNC(=O)c1cc2ccccc2oc1=O)c1ccco1 (centres undefined)	103	0.8
Cc1nc2sc3c(c2c(=S)[nH]1)CCC3	100	0
CC(C)CNc1c(Cl)cnn(C)c1=O	102	0.6
Cc1cccc(NC(=O)CO/N=C/c2ccc3c(c2)OCO3)c1	102	0
COc1ccccc1C(=O)N=S1CCN(c2ncc(C(F)(F)F)cc2Cl)CC1	100	-0.5
CC1CCN(C(=O)c2cnn(-c3ccc(Cl)cc3)c2C2CCN(C(=O)OC(C)(C)C)CC2)CC1	102	-0.8
Cc1ccc(-c2nc3cc(NC(=O)c4cc(Br)ccc4Cl)ccc3o2)cc1	99	-0.6
CN1CCC(/C=C/c2cccs2)=N1	97	-1.3
O=C(CSCc1ccccc1)Nc1cccc(-c2cn3cccnc3n2)c1	99	-0.5
[O-][n+]1onc2c(-c3ccc(Cl)cc3)nnc(-c3ccc(Cl)cc3)c21	99	-0.5
N#CC1=C(N)Oc2c(c(=O)[nH]c3ccccc23)C1c1ccccc1 (centres undefined)	100	-0.6
CC(C)(C)N(CCO)C(=O)CN1C(=O)/C(=C/c2cccc(Br)c2)SC1=S	100	-0.1
COC(=O)c1cc2occc2n1Cc1ccccc1	102	-0.3
CCn1c(-c2ccc3c(c2)OCCO3)cnc1SCC(=O)N1CCCC1=O	103	0.2
CCCCn1c(CO)nc2ccccc21	103	0.8
C1=C(c2ccccc2)CCN(Cn2cnc3ccccc32)C1	103	-0.1
O=c1c2ccccc2c(C=Nc2ccccc2Cl)c(O)n1-c1ccc(Cl)cn1	103	0.3
Cc1ccc(-n2ncc(C(=O)NCCc3ccsc3)c2C2CCN(C(=O)OC(C)(C)C)CC2)cc1C	107	0.2
COCCCNC(=O)c1ccc(Cn2c(=O)c3ccccc3n(CC(=O)Nc3ccc(C)cc3C)c2=O)cc1	101	-1.4
O=C1CCC(C(=O)OCC(=O)NC23CC4CC(CC(C4)C2)C3)N1 (centres undefined)	103	0.5
O=C(c1nnc(-c2ccccc2)o1)C1CCCC1	103	0.7
CC(C)Oc1ccccc1C(=O)NC(CO)C(=O)O (centres undefined)	102	-0.2

Full records, quoted from the list. Values in the order: Polio RdRp inh	Polio RdRp inh FP z-score
Cc1ccc(N2C(=O)C(CC(=O)Nc3ccccc3)N(Cc3ccc4c(c3)OCO4)C2=O)cc1 (centres undefined) is listed as 103	0.6
Cc1nc2sc3c(c2c(=S)[nH]1)CCC3 is listed as 100	0
COC(CNC(=O)C1CCN(Cc2nc(-c3ccc(Cl)cc3)oc2C)CC1)OC is listed as 105	1.2

Next compounds follow.
SMILES	Polio RdRp inh	Polio RdRp inh FP z-score
Cn1nccc1C(=O)Nc1cc(Cl)ccc1Cl	105	1.3
COC(=O)CCSc1nc2sc3c(c2c(=O)n1Cc1ccccc1)CCC(C(C)(C)C)C3 (centres undefined)	108	0.4
C/C(Cc1ccccc1)=N\NC(=O)c1cc(C(C)(C)C)[nH]n1	99	-0.7
CC(C)Cc1nn2cc(-c3cccc(Br)c3)nc2s1	103	-0.7
CCCN1C(=S)N(CCO)C(=O)/C1=C/C=C1/Oc2ccccc2N1CCC(=O)O	79	-4.2
O=C(Cc1ccccc1)OCC(=O)N1CCC(Cc2ccccc2)CC1	102	0.3
COC(=O)CCC1CCCCC1=O (centres undefined)	103	0.5
Cc1csc(Sc2ccc(S(=O)(=O)N3CCCC3)cn2)n1	108	0.7
CSc1nnc(-c2ccc(S(=O)(=O)N=S(C)(=O)c3ccc(Cl)cc3)s2)n1C (centres undefined)	101	-0.2
CC(C)C(=O)N(Cc1cccnc1)Cc1cc2ccccc2[nH]c1=O	101	-0.1
Cc1cc(C)nc(-n2nc(C)cc2NC(=O)c2ccc(F)cc2F)n1	101	0
Cc1cc(C)cc(C(=O)NCC(=O)N2CCN(c3cccc(Cl)c3)CC2)c1	101	-0.1

In the list so far, 5 have a tert-butyl group.
SMILES	Polio RdRp inh	Polio RdRp inh FP z-score
CC1CCN(C(=O)c2cnn(-c3ccc(Cl)cc3)c2C2CCN(C(=O)OC(C)(C)C)CC2)CC1	102	-0.8
CC(C)(C)N(CCO)C(=O)CN1C(=O)/C(=C/c2cccc(Br)c2)SC1=S	100	-0.1
Cc1ccc(-n2ncc(C(=O)NCCc3ccsc3)c2C2CCN(C(=O)OC(C)(C)C)CC2)cc1C	107	0.2
COC(=O)CCSc1nc2sc3c(c2c(=O)n1Cc1ccccc1)CCC(C(C)(C)C)C3 (centres undefined)	108	0.4
C/C(Cc1ccccc1)=N\NC(=O)c1cc(C(C)(C)C)[nH]n1	99	-0.7

Carrying on.
SMILES	Polio RdRp inh	Polio RdRp inh FP z-score
CS/C(Nc1cccc(Cl)c1Cl)=C(/C#N)C(=O)c1cccs1	104	0.2
COc1ccccc1OCC(=O)Nc1sc2c(c1C#N)CCCC2	106	0.4
COc1ccccc1Cc1nc2ccccc2nc1SCC(=O)N1CCC(C)CC1	107	0.3
CCN(C(=O)c1cn(CC)c(=O)c2cc(OC)c(OC)cc12)c1ccc(C)c(C)c1	106	0.2
CN(C)c1c(C(C#N)=C(C#N)C#N)c2ccccc2n1C	96	-0.6
N#Cc1cccc(NC(=O)c2cc3c(s2)-c2ccc(Cl)cc2SC3)c1	104	-0.3
COc1cc(-c2csc(NCC3CCCO3)n2)cc(OC)c1OC (centres undefined)	99	-0.5
COc1ccccc1N1CCN(S(=O)(=O)c2ccc3[nH]c4c(c3c2)CCCCC4)CC1	100	-0.6
CCc1ccc(CNC(=O)CN2C(=O)C3CCCCN3c3ccc(C(=O)N4CCCC4)cc32)cc1 (centres undefined)	103	-0.8
CCn1c(Cc2ccccc2)nnc1SCC(=O)c1ccc2[nH]c(=O)[nH]c2c1	99	-0.6
CCN(C(=O)Cn1c(=O)n(-c2ccccc2)c(=O)c2ccc(C(=O)NCc3ccc4c(c3)OCO4)cc21)c1cccc(C)c1	111	0.7
CCOc1ccc(CCNC(=O)C2CCC(CNS(=O)(=O)c3ccc(Cl)cc3)CC2)cc1OCC (centres undefined)	101	-0.8
Cc1ccc(Cl)cc1N1CCN(C(=O)C(C)n2ncn3cccc3c2=O)CC1 (centres undefined)	110	0.1
OCC1OC(Oc2ccc3cc(Br)ccc3c2)C(O)C(O)C1O (centres undefined)	100	0.2
O=C(CN1C(=O)COc2ccccc21)c1ccc(Cl)cc1	104	0.5
Cc1nnc(N2CCN(c3ccccc3F)CC2)c2c1nnn2Cc1ccc(F)cc1	109	0.5
CCCCC(=O)N1CC(=O)Nc2ccc(F)cc2C1c1ccc(F)cc1 (centres undefined)	106	0.3
Oc1[nH]c2c(Cl)cc(Cl)cc2c1N=C1N=c2ccccc2=N1	99	-1
O=C1c2cccc3c(Cl)ccc(c23)C(=O)N1c1ccccn1	96	-0.7
Cc1ccc(C(=O)N(Cc2ccc3c(c2)OCO3)C2CCCC2)o1	96	-0.6
Cc1nnc(N2CCN(c3ccccc3F)CC2)c2c1nnn2Cc1ccccc1Cl	108	0.4
O=C1C2ON(c3ccccc3)C(c3ccc(F)cc3)C2C(=O)N1c1ccccc1 (centres undefined)	98	-1
Cc1c(C(=O)NC2CCN(Cc3ccccc3)CC2)cnn1-c1ccc(F)cc1	105	0
CC(=O)N1CCCc2cc(S(=O)(=O)N3CCN(c4ccccc4F)CC3)ccc21	113	1.2

Rewritten comma-delimited: part of the list above
mol,Polio RdRp inh,Polio RdRp inh FP z-score
Cc1ccc(Cl)cc1N1CCN(C(=O)C(C)n2ncn3cccc3c2=O)CC1 (centres undefined),110,0.1
OCC1OC(Oc2ccc3cc(Br)ccc3c2)C(O)C(O)C1O (centres undefined),100,0.2
O=C(CN1C(=O)COc2ccccc21)c1ccc(Cl)cc1,104,0.5

(further entries)
SMILES	Polio RdRp inh	Polio RdRp inh FP z-score
CCN(C(=O)CSc1nc2nc(C)c(Cc3cc(C)ccc3C)c(C)n2n1)c1cccc(C)c1	101	-0.3
Cn1nnc2c(NCc3ccc(Cl)cc3)ncnc21	111	0.8
O=C(Nc1cc(Cl)cc(Cl)c1)c1ccc(F)c(S(=O)(=O)N2CCc3ccccc32)c1	100	-1.5
COc1ccccc1C(=O)Nc1ccc2c(c1)nc(CCNC(=O)c1ccco1)n2C	101	0
CCCCSc1nnc(CNC(=O)c2ccccc2)n1-c1ccccc1	101	0.2
COc1ccc(CCCN=C(N)N)cc1Cl	102	0.2
Cc1ccc(S(=O)(=O)N(CC(=O)N2CCCCCC2)c2ccc(C)c(Cl)c2)cc1	100	-0.3
COCCNC(=O)CSc1nc2cc3c(cc2c(=O)n1CCCCCC(=O)NCc1ccc(OC)cc1)OCO3	110	1
CCC1CCCN1Cn1cnc2c([nH]c3ccc(C)cc32)c1=O (centres undefined)	104	0.4
Cc1ccc(NC(=O)Cn2c(=O)n(Cc3ccco3)c(=O)c3sc4ccccc4c32)c(C)c1	105	0.2
CC(C)C(C)NC(=O)Nc1ccc(Cl)cc1 (centres undefined)	101	-0.1
N#Cc1cc(C#N)c(SCc2cc(=O)n3cc(Br)ccc3n2)nc1N	108	0.7
COc1cc2c(cc1OC)CN(C(=O)C1CCCN1S(=O)(=O)c1ccc(C)cc1)CC2 (centres undefined)	101	-0.5
Cc1ccc2occ(CC(=O)N(Cc3ccc(N(C)C)cc3)C3CCS(=O)(=O)C3)c2c1 (centres undefined)	120	0.4
COc1ccc(C(=O)NC(=S)Nc2ccc3[nH]c(=O)[nH]c3c2)cc1Br	103	0.4
Cc1cccc2nc(CSc3nncn3-c3ccccc3F)cc(=O)n12	103	-0.1
CC(C)C(=O)/C(C#N)=N/Nc1ccc(F)cc1	101	-0.3
Cn1nnc2cc(NC(=O)NC3CCCCC3)ccc21	100	-0.4
CC1CCCC(NC(=O)CCCn2c(=O)c3cccn3c3cccnc32)C1C (centres undefined)	100	-0.7
O=C(O)c1ccc2c(c1)NC(=O)C(CSCc1cccc(F)c1)N2 (centres undefined)	105	1.2
CCn1cc(C(=O)NCCc2ccccc2)c(=O)c2cc(S(=O)(=O)N3CCOCC3)ccc21	102	-0.4
NNC(=O)CS(=O)(=O)c1ccc(Cl)cc1	109	1.1
Cc1cccc(OCCn2c(-c3ccc(Cl)cc3)nc3ccccc3c2=O)c1	104	-0.3
COc1ccccc1N1CCN(C(=O)c2nn(-c3ccc(C)cc3)c(=O)n(C)c2=O)CC1	106	-0.2
CCOC(=O)C1CCN(C(=O)COC(=O)c2c(C)c(CC)nc3ccccc23)CC1	100	0
Cc1cccc(N2CCN(C(=O)C3CCCN(C(=O)c4cc5sccc5n4C)C3)CC2)c1C (centres undefined)	108	0.6
O=C(c1cnn(-c2ccccc2)n1)N1CCCSc2ccccc21	96	-0.7
[O-][n+]1onc2c1CCc1nnccc1-2	100	0
Cn1c(-c2ccc(F)cc2)nc2ccccc21	102	-0.2
O=C(CCCn1c(=O)oc2ccccc21)Nc1cccnc1	104	0
COc1ccc(C)cc1NC(=O)CN(c1cc(C(F)(F)F)ccc1Cl)S(C)(=O)=O	103	-0.6
CC(C)[C@H](NC(=O)c1ccccc1)C(=O)N1CCN(c2ccccc2)CC1	106	0.4
CCOc1ccc(CNC(=O)c2ccc(-c3nc(CSc4ccc(C)cc4)c(C)o3)cc2)cc1	109	0.3
Cc1cc(C)n(-c2nc3cc(Cl)c(Cl)cc3n3c(C)nnc23)n1	102	-0.3
Cc1csc(=O)n1CC(=O)OCc1nc2ccccc2s1	104	0.2
CC1CCCCC1NC(=O)Cn1nc(C(=O)O)c2ccccc2c1=O (centres undefined)	98	-0.5
CC(=O)Nc1cccc(C(=O)N2CCN(c3ccccc3)CC2)c1	102	0.1
COc1ccc2c(c1)C(=O)N(c1ccccc1C)C(=O)C2(C)C	101	0
COc1cc2c(cc1NC(=O)COc1cc(C)ccc1C)oc1ccccc12	105	0.1
Cc1ccc(NC(=O)N2CC=C(c3c[nH]c4ccccc34)CC2)cc1Cl	44	-9.7
CCOc1ccc(C(=O)NN2C(=O)c3ccccc3C2=O)cc1	101	-0.3
O=C(OCc1ccccc1)Sc1nc2ccccc2o1	97	-1.4
Cc1ccccc1NS(=O)(=O)c1nnc(NC(=O)c2ccco2)s1	105	-0.8
CCc1ccccc1N1CC(C(=O)OCCN2C(=O)c3ccccc3C2=O)CC1=O (centres undefined)	103	0.1
CNc1cc(C(=O)O)ccn1	102	0.1
O=c1[nH]cc(NC(=S)N2CCOCC2)c(=O)[nH]1	102	0.1
NC1CCN(c2ncccn2)CC1	101	0
Cc1cc(C)c(S(=O)(=O)N2CCN(CCO)CC2)c(C)c1	103	0.3
CSc1nc(-c2ccco2)nn1C(=O)c1ccc(Cl)cc1	100	0.1
COc1ccc(C)cc1NC(=O)C(=O)NCCc1csc2nc(-c3ccccc3F)nn12	108	0.5
Cc1ccc(-n2ncc3c(NCCCc4ccccc4)ncnc32)cc1	105	-0.3
CCOC(=O)C1CCCN(CC(O)COc2ccc3ccccc3c2)C1 (centres undefined)	99	-1.2

Bioassay records: PubChem, ICCB-Longwood Screening Facility, Harvard Medical School
